# West Nile antiviral – West Nile virus antiviral activity, cell-based, CPE readout (AID 1621) | CPE inhibition, % at 10 µM; hits with a dose series show IC50 in µM | 290,000 tested, 0.02% active | West Nile virus-infected cells, CPE inhibition; higher % means a stronger effect; in the data active = a potency from the dose series; inconclusive = CPE inhibition mostly from about 3.7% at the one dose, without a potency; inactive = the rest, 99 in 100 with CPE inhibition below about 2.2%; note: strong numbers were not always called active
# AID2073 – inhibitors of Mint1-CaV2.2 protein interaction, biochemical, HTRF (AID 2073) | HTRF protein-protein interaction, Mint1-CaV2.2; higher % means a stronger effect | 290,000 tested, 0.19% active | inhibition, % at 20 µM, or IC50 in µM where a hit was titrated | Voltage-dependent N-type calcium channel subunit alpha-1B (Homo sapiens); in the data active = inhibition mostly above about 51%, no sharp cut-off; inconclusive = no clear call, values can overlap the other calls; inactive = mostly below about 53%; note: some results filed as inactive read as strong as hits
# RSV antiviral HEp-2 – RSV antiviral activity via CPE protection, HEp-2 cells, primary 10 µM value included (AID 2391); HEp-2 cells, RSV-induced CPE inhibition; higher % means a stronger effect; CPE inhibition, % at 10 µM; hits with a dose series show IC50 in µM; 310,000 tested, 0.13% active; in the data active = a potency from the dose series; inconclusive = CPE inhibition mostly from about 23% at the one dose, without a potency; inactive = the rest, 99 in 100 with CPE inhibition below about 21%; note: strong numbers were not always called active
# Siah-1 displacement – Siah-1 peptide-binding antagonists, primary screen, biochemical, fluorescence polarization, rhodamine-plectin, uHTS (AID 1817). one-dose displacement, % at 20 µM; IC50 in µM for titrated hits. Siah-1 / rhodamine-plectin peptide fluorescence polarization; higher % means a stronger effect. 290,000 tested, 0.02% active. E3 ubiquitin-protein ligase SIAH1 (Homo sapiens);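 active = displacement of at least 50% at 20 µM, with a fluorescence ratio check between 0.3 and a set limit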;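 note: plate controls were Siah plus tracer with DMSO for no effect and tracer alone without Siah for full effect; strong numbers were not always called active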
# NTR1 agonist – agonists of NTR1, primary screen, imaging, U2OS cells, beta-arrestin-GFP, high content (AID 493036). Neurotensin receptor type 1 (Homo sapiens), P30989. NTR1-U2OS beta-arrestin-GFP spot imaging, agonist mode. activation, % at 20 µM. 330,000 tested, 0.17% active;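 active = activation at or above 40% of the spot to cytoplasm intensity ratio, with at least 20 cells analyzed; inconclusive = wells under 20 cells, flagged as cytotoxic or low count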;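 note: 0% = DMSO without peptide and 100% = 100 nM NTR1 peptide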
# Target sequence (P30989 whole entry, looked up): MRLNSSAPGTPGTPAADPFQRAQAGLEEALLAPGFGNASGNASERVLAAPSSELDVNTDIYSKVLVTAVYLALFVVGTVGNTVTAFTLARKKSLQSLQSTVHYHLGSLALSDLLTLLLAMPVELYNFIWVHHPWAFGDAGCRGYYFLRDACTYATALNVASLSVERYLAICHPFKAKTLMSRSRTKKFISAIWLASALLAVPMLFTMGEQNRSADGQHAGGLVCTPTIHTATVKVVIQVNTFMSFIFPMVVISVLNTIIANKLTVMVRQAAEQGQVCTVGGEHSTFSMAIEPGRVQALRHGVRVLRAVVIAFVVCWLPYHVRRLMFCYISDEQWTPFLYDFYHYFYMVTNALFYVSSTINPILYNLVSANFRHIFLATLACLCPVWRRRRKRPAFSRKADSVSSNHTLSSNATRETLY
# UTI89 phage lysis – inhibition of K1F phage lysis, E. coli UTI89, bacterial capsule biogenesis inhibitors, alamar blue (AID 488966); E. coli UTI89 K1F phage lysis, alamar blue, 2 h; higher % means a stronger effect; inhibition, % at 100 µM, or IC50 in µM where a hit was titrated; 340,000 tested, 0.02% active;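 active = phage lysis inhibition, versus mean bacterial control, above a set limit; inconclusive = no clear call, values can overlap the other calls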;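 note: capsule biogenesis inhibitors block K1F phage lysis so surviving cells raise fluorescence; higher fluorescence means more inhibition of phage lysis; actives were called in the ten point dose series up to 300 µM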
# Dengue-2 NS5 capping – Dengue-2 NS5 methyltransferase inhibitors, primary screen, biochemical, confirmation dose response (AID 588689); Genome polyprotein (Dengue virus type 2 (strain 16681-PDK53)); Dengue-2 NS5 methyltransferase capping enzyme assay, biochemical; higher % means a stronger effect; inhibition, % at 25 µM, or IC50 in µM where a hit was titrated; 340,000 tested, 0.3% active; in the data active = a potency from the dose series; inconclusive = inhibition above about 29% without an active follow-up result
# MgcRacGAP inhibition – MgcRacGAP GTPase-activating activity inhibitors, confirmation, biochemical, ADP Hunter fluorescence | Rac GTPase-activating protein 1 (Homo sapiens) | 340,000 tested, 0.6% active | one-dose inhibition, % at 30 µM; IC50 in µM for titrated hits | MgcRacGAP-stimulated Rac1 GTP hydrolysis, ADP Hunter fluorescence; higher % means a stronger effect; GST-tagged Rac1 F28L mutant substrate;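 active = first-screen hits whose inhibition reached a set limit at any dose in the follow-up dose series; inconclusive = inhibition above the set first-screen limit but never retested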;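 note: fluorescence reports GDP produced by GAP-driven GTP hydrolysis; strong numbers were not always called active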
# Large T inhibition – SV40 large T antigen inhibitors, biochemical (AID 1903) | 310,000 tested, 0.39% active | SV40 large T antigen ATPase/helicase inhibition assay; higher % means a stronger effect | inhibition, % at 20 µM; hits with a dose series show IC50 in µM; in the data active = a potency from the dose series; inconclusive = inhibition mostly from about 32% at the one dose, without a potency; inactive = the rest, 99 in 100 with inhibition below about 32%; note: strong numbers were not always called active
# NTR1 agonist cell count 20 µM – also measured in NTR1 agonist; calls as there; cell count; measured here: cell count, cytotoxicity flag
# Dengue-2 NS5 capping pilot replicate – also measured in Dengue-2 NS5 capping; calls as there; inhibition, %; measured here: pilot screen replicate inhibition
# * hit, by the source's call; ? = inconclusive; . = no result given; [ ] = another dose, or the depositor's remark.
SMILES,West Nile antiviral,AID2073,RSV antiviral HEp-2,Siah-1 displacement,NTR1 agonist,NTR1 agonist cell count 20 µM,UTI89 phage lysis,Dengue-2 NS5 capping,MgcRacGAP inhibition,Large T inhibition,others
Cn1ncc([N+](=O)[O-])c1C(=O)Nc1nc2ccccc2n1CCN1CCCCC1,0.0%,-4%,-1.0%,-9%,1.0,43,-0.1%,-2%,9%,3%,
CC(C)Cn1c(C(C)NC(=O)Cc2ccccc2)nc2ccccc21 (stereo not drawn),-0.5%,0%,-0.4%,3%,3.5,85,-1.3%,-3%,1%,2%,
NC1=NS(=O)(=O)NC1c1ccc(Cl)cc1 (stereo not drawn),-0.3%,0%,1.6%,5%,0.6,104,0.0%,-3%,6%,0%,
Cc1ccc(-n2nc(C)cc2NC(=O)c2ccc(C)s2)cc1,-0.3%,0%,.,0%,0.1,85,2.5%,-2%,11%,12%,
COc1ccccc1C(=O)C1CCCN(C(=O)C2=CC(=O)CC(C)(C)O2)C1 (stereo not drawn),-0.3%,-6%,2.8%,5%,0.3,64,0.2%,-4%,11%,14%,
COc1ccc(S(=O)(=O)N2CCCC2CNC(=O)C(=O)NCc2cccs2)cc1 (stereo not drawn),.,.,-0.4%,.,-0.4,63,1.4%[50 µM],1%,3%,7%,
Cc1ccc(C)c(N2N=C(C(=O)O)CCC2=O)c1,0.8%,0%,0.4%,-1%,0.1,58,0.2%,3%,12%,15%,
Cc1ccc(C(=O)CCC(=O)Nc2cccc(C)c2)cc1,0.7%,-6%,0.9%,-1%,2.4,74,0.0%,4%,1%,2%,
CCN(CC(=O)NCc1ccc(Cl)cc1)C(=O)CCc1ccccc1O,-1.3%,6%,1.3%,1%,2.6,45,0.3%,6%,0%,6%,
Cc1ccc(-c2noc(CCC(=O)Nc3ccccc3C)n2)cc1,0.1%,-1%,17%,2%,2.2,71,-0.2%,3%,9%,3%,
COc1ccc(CCNC(=O)COc2ccc(S(=O)(=O)NC3CCCCC3)cc2Cl)cc1,-0.8%,0%,6.9%,0%,5.1,62,2.5%,-1%,-1%,2%,
CCOC1=CC(=O)N(Cc2ccccc2)C1,.,.,.,.,-0.7,51,1.4%,-8%,5%,22%,
Cn1c(C(=O)NCc2ccccc2)cc2oc3ccccc3c21,0.1%,1%,7µM*,2%,4.8,92,0.0%,-10%,2%,-1%,
COC(=O)C1=C(C)N=C2SCCC(=O)N2C1c1cc(Br)ccc1OC (stereo not drawn),-0.3%,0%,3.1%,4%,0.2,48,0.5%,2%,11%,19%,
COc1ccc([C@H]2CC(=O)C=C(c3ccc(OC)cc3OC)C2)cc1,.,.,4.7%,.,4.5,65,0.6%,2%,5%,.,
CCOC(=O)c1sc(=S)n(Cc2ccccc2)c1C,-0.6%,-6%,.,3%,0.7,54,0.1%,1%,8%,4%,
Cc1c(C(=O)Nc2nccs2)oc2c(Cl)cccc12,.,.,-1.7%,.,6.3,41,0.8%[50 µM],-1%,3%,4%,
CCN(CC)S(=O)(=O)c1ccc(N2CCN(S(=O)(=O)c3ccccc3C#N)CC2)nc1,0.2%,21%,3.8%,-3%,-0.3,66,-0.1%,-8%,2%,7%,
CCOC(=O)C1(C)NC(c2ccco2)C2C(=O)N(C)C(=O)C21 (stereo not drawn),-0.1%,-7%,-0.6%,4%,2.8,45,-0.3%,.,1%,14%,
CCC(=O)N1CCc2cc(S(=O)(=O)NC(Cc3ccccc3)C(=O)NC3CCCCC3C)ccc21 (stereo not drawn),0.1%,-3%,-0.7%,-6%,1.0,39,0.2%,-1%,4%,4%,
Cc1sc2ncn(CC(=O)N3CCCCC3)c(=O)c2c1S(=O)(=O)N1CCC(C)CC1,-0.6%,11%,1.3%,-2%,0.2,61,0.1%,-2%,4%,1%,
Cc1cc(C)n(S(=O)(=O)Cc2ccccc2)n1,0.5%,1%,1.6%,0%,1.7,58,1.3%,-6%,-5%,9%,
CCN(CC)C(=O)C1(P(=O)(c2ccccc2)c2ccccc2)CCC1,-0.8%,9%,1.0%,1%,1.7,45,.,.,.,3%,
O=C(NC(=S)NC(=O)c1ccccc1F)c1ccccc1F,0.0%,41%,1.2%,2%,0.3,57,0.8%[50 µM],2%,4%,3%,
CCOC(=O)N1CCN(C(=O)c2ccc(CSc3ccc(Cl)cc3)cc2)CC1,-1.2%,-21%,.,-5%,3.4,84,.,.,.,1%,
CN(C)CCOCCSc1ccc(Cl)cc1,0.0%,1%,-2.1%,5%,0.0,76,-1.0%,1%,19%,8%,
COC(=O)c1ccccc1Nc1ccccc1,-0.3%,2%,0.9%,2%,-2.2,87,0.3%,-1%,7%,7%,
O=C(c1cccc(-n2cnnn2)c1)N1CC=C(c2ccccc2)CC1,0.1%,7%,2.7%,0%,-0.7,78,-0.3%,0%,9%,2%,
Cc1cn([C@@H](CCCCN)C(=O)NCCCCCCCCCCC(=O)N2CCNCC2)nn1,.,.,-2.2%,.,3.1,80,1.8%,-4%,10%,12%,
Cc1cccc(C)c1OCC(=O)NNC(=O)CCCn1c(=O)oc2ccccc21,.,.,.,.,0.9,49,0.4%[50 µM],-2%,2%,.,
Cc1nc2ccccc2cc1C(=O)NCc1ccc(F)cc1,-1.7%,-3%,2.9%,6%,1.7,55,0.0%,-1%,10%,14%,
Cc1ccc(CNC(=O)Cn2nnc(C(=O)Nc3ccc(Br)cc3)c2N)cc1,0.8%,30%,-0.1%,1%,-0.4,51,-4.8%,1%,6%,17%,
Cc1ccc(CSCC(=O)N2CCN(c3ccccc3)CC2)cc1,-1.1%,-3%,?,5%,0.4,63,5.2%,6%,4%,6%,
COCCCn1c(SCC(=O)NC2CCCC2)nnc1-c1ccco1,0.0%,3%,1.5%,0%,-0.8,50,4.3%,-4%,11%,9%,
O=[N+]([O-])c1cccc(NC(=S)N2CCN(S(=O)(=O)c3ccccc3)CC2)c1,-0.6%,-28%,-0.2%,9%,0.6,70,0.1%,0%,7%,10%,
Cc1ccccc1-c1nn(-c2ccc(F)cc2F)cc1CNCCCN(C)C,2.4%,6%,-2.6%,2%,1.0,58,1.4%,-7%,6%,3%,
COc1ccc(NC(=O)c2cccc(N3C(=O)C4CCC(C)CC4C3=O)c2)c(OC)c1 (stereo not drawn),0.6%,-1%,0.7%,-1%,1.6,38,0.8%,-3%,2%,-8%,
CCN(CC)C(=O)c1[nH]cnc1C(=O)N[C@@H](C)C(=O)OCc1ccccc1,0.2%,13%,-0.9%,10%,0.7,52,-0.3%,2%,8%,8%,
CCc1ccc(-c2cc3c(=O)n(CC(=O)NCCCN4CCN(CC)CC4)nc(C)n3n2)cc1,66%,19%,1.5%,0%,-2.1,49,0.3%,-3%,6%,.,
CCc1nnc(NS(=O)(=O)c2ccc(NS(=O)(=O)c3ccc(NC(C)=O)cc3)cc2)s1,-0.2%,3%,.,-2%,.,.,.,.,.,8%,
COc1ccc(NC(=O)CN2C(=O)COc3ccc(S(=O)(=O)N4CCCCCC4)cc32)cc1,0.0%,4%,2.0%,-5%,0.2,63,0.3%,-8%,-7%,10%,
Cc1nn(CC(=O)N/N=C/c2cccs2)c(C)c1[N+](=O)[O-],0.9%,-10%,.,6%,0.5,52,0.1%,-3%,0%,12%,
Cc1ccc(C(=O)OCC(=O)Nc2ccccc2)cc1NC(=O)c1ccco1,0.6%,2%,1.5%,6%,-1.4,70,0.8%,-13%,3%,0%,Dengue-2 NS5 capping pilot replicate=-1.8
CCn1cc(CN2CCC(n3nccc3NC(=O)c3cccc(F)c3)CC2)cn1,-0.5%,-5%,0.0%,-4%,-0.9,61,0.0%,-3%,7%,8%,
Cc1ccc2nc(Nc3ccccc3)c(C=O)c(=O)n2c1,-0.8%,11%,1.2%,-2%,1.0,59,0.2%,-3%,11%,3%,Dengue-2 NS5 capping pilot replicate=-5.8
c1ccc(-n2cnc3ccccc32)nc1,-0.5%,-3%,4.5%,-2%,1.5,51,0.0%,.,17%,11%,
Cc1csc(SCc2c(C(=O)O)oc3ccccc23)n1,0.1%,.,1.0%,.,0.0,53,2.7%,5%,7%,12%,
CCOCCCNC(=O)CCc1ccc(-n2cnc3cccnc32)cc1,-0.4%,13%,1.0%,9%,0.2,99,0.7%[50 µM],-5%,5%,-2%,
O=[N+]([O-])c1cc([N+](=O)[O-])c(N2CCOCC2)cc1NCc1ccccc1,-0.1%,0%,3.1%,9%,6.4,82,0.1%,-6%,4%,4%,
O=C(NCCc1cccs1)C12CN(Cc3ccccc3)CC1C(c1cccc([N+](=O)[O-])c1)=NO2 (stereo not drawn),-0.5%,10%,3.3%,-1%,3.6,58,0.5%,-8%,6%,9%,
CN(CC(=O)Nc1ccc(Cl)cc1)C(=O)C1CCCC1,.,.,.,.,-0.6,56,1.1%[50 µM],-3%,4%,.,
N#CCCN(C(=O)COC(=O)Cc1c[nH]c2ccccc12)c1ccccc1,.,.,-1.6%,.,0.9,54,1.1%[50 µM],2%,7%,25%,
Cc1ccc(S(=O)(=O)Nn2c(C)ccc2C)cc1,2.3%,7%,0.2%,2%,-0.7,69,0.4%,31%,14%,17%,
CCCCC(=O)NCc1ccc2c(c1)cc(C)n2C,0.3%,9%,0.0%,1%,0.8,86,0.4%,23%,8%,11%,Dengue-2 NS5 capping pilot replicate=4.2
CCCn1nc(C(=O)NNC(=O)CCCOc2ccc(OC)cc2)c2ccccc2c1=O,.,.,0.2%,.,-2.4,65,0.5%[50 µM],-8%,1%,.,
CCOc1ccc(NS(=O)(=O)c2ccc(C(=O)NCc3cccnc3)cc2)cc1,.,.,13%,.,1.8,61,1.1%[50 µM],2%,8%,10%,
CN(C)CCn1c2c(c(SCC(=O)Nc3cccc(C(F)(F)F)c3)nc1=O)CCCC2,.,.,0.1%,.,-0.2,54,0.1%[50 µM],-9%,-5%,3%,
O=C(Cn1cnc2cc([N+](=O)[O-])ccc2c1=O)Nc1ccc2c(c1)OCO2,0.5%,27%,1.7%,0%,0.2,83,0.4%,3%,12%,5%,
OCC1(C2=NOC(O)(C(F)(F)F)C2)CCCCC1 (stereo not drawn),-0.3%,-2%,2.0%,-6%,-2.6,94,0.4%,0%,-1%,9%,

# Bioassay records (PubChem)
